Ba/F3 V617F tox = lowers viability of Ba/F3 cells expressing EpoR and JAK2V617F; inhibition, % at 5.6 µM; ATP luminescence; AID 1446; hit rate 1.1% among 220,000;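 active means inhibition above the campaign mean plus 3 SD over all tested compounds, cut at about 24% in these data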;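 further: cytokine-independent growth of Ba/F3 cells driven by EpoR plus mutant JAK2; 0% = DMSO-treated cells and 100% = JAK inhibitor I control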
CHOP inh = CHOP inhibition in unfolded protein response | hit rate 3.8% among 220,000 | AID 2732 | CHO-K1 CHOP-promoter luciferase, tunicamycin-induced, 15-18 h | inhibition, % at 10 µM;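 active means compounds that reduced the stress-induced luciferase reporter signal by more than about 70% of percent inhibition, limit read from the data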;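 further: 0% = tunicamycin plus vehicle and 100% = wells without tunicamycin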
BaF3 parental = reduces parental Ba/F3 cell viability, JAK2V617F counter-screen; inhibition, % at 5.6 µM; AID 1486; CellTiter-Glo ATP luminescence; hit rate 1.1% among 220,000;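 active means inhibition above a per-campaign cutoff, the mean inhibition of all tested compounds plus 3 SD, cut at about 27% in these data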;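 further: 0% = DMSO wells and 100% = JAK Inhibitor I control wells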
S1P4 antagonist = blocks the human S1P4 receptor; O95977; S1P4-expressing cells, antagonist mode, reporter read-out; inhibition, % at 4.98 µM; hit rate 0.26% among 220,000; AID 1510; in the data active means inhibition above about 29%;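 further: 0% = wells stimulated with agonist and 100% = vehicle wells without agonist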
Target sequence (O95977 whole entry, looked up): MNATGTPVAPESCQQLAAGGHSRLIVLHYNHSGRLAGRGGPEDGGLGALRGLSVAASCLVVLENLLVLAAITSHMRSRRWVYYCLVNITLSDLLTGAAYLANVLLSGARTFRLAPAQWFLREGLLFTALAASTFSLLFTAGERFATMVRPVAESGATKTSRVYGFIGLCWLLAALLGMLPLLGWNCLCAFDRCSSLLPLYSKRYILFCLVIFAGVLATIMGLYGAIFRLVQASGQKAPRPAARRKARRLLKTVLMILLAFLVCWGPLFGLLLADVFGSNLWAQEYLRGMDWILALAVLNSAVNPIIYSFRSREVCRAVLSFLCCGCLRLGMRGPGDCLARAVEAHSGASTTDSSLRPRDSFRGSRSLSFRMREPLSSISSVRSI
NPY-Y2 PAM-ag = potentiates or activates human NPY-Y2 receptor; P49146; cells expressing NPY-Y2, potentiator/agonist read-out; activation, % at 3.6 µM; hit rate 0.45% among 220,000; in the data active means activation above about 27%;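 further: cells stimulated with NPY near EC25 plus isoproterenol at EC100; 0% = vehicle plus submaximal agonist and 100% = vehicle plus saturating agonist; some results beyond the cut were filed as inactive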
NPY Y1 blocker = NPY-Y1 (human) receptor antagonism. HEK293-CNG Y1 cells, membrane potential fluorescence; NPY at EC95, then isoproterenol. hit rate 1% among 200,000. AID 1040. P25929. inhibition, % at 3.6 µM;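 active means inhibition above the campaign mean inhibition of all tested compounds plus 3 SD, cut at about 20% in these data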;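 further: 0% = DMSO wells given NPY plus isoproterenol and 100% = isoproterenol alone without NPY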
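Assay system: HEK293 Y1/CNG channel cell line; Doses: single compound dose of 3.6 µM, 0.4% DMSO; Timing: dye 3 h, compound 60 min room temperature, stimulation 45 min; Technique: Membrane-potential fluorescent dye readout; Measure: % inhibition of NPY effect.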
NPY-Y1 PAM-ag = potentiators or agonists of human neuropeptide Y receptor Y1 | P25929 | NPY-Y1 expressing cells, potentiator/agonist activation | activation, % at 3.6 µM | hit rate 0.37% among 220,000 | AID 1304; in the data active means activation above about 33%, passing the limit was not always enough;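 further: cells stimulated with NPY at EC10 then isoproterenol at EC100; 0% = low agonist plus stimulus and 100% = saturating agonist plus stimulus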
NCF1 inh = inhibitors of human p47phox binding | p47phox/p22phox peptide binding, fluorescence polarization, 2 h | inhibition, % at 24.7 µM | hit rate 0.53% among 220,000 | AID 1274;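 active means inhibition above about 30%, limit read from the data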;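 further: 0% = p47phox with labelled peptide and 100% = labelled peptide alone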
Target sequence (P14598 whole entry, looked up): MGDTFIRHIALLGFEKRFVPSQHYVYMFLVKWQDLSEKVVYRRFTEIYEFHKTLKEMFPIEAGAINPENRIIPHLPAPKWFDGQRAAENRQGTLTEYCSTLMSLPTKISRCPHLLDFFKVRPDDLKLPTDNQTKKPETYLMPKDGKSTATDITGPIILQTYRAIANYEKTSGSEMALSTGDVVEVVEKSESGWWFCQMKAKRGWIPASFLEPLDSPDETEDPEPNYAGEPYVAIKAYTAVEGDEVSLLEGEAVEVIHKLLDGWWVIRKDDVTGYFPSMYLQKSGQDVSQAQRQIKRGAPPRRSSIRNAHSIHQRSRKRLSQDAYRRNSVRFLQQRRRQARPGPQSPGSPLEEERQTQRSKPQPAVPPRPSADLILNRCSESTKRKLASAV
S1P4 ag = human S1P4 receptor agonism; O95977; S1P4-expressing cell line, agonist reporter assay; activation, % at 4.98 µM; hit rate 0.35% among 220,000; in the data active means activation above about 11%;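 further: 0% = DMSO vehicle and 100% = reference agonist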
* hit, by the source's call. Random draw from the library; about 7.1% have a hit in one of these screens.

The opening 4 compounds, to show the layout:
`O=C(/C=C/Nc1ccc(Nc2ccccc2)cc1)c1cccs1` gave Ba/F3 V617F tox -2, CHOP inh 3, BaF3 parental 1, S1P4 antagonist 0, NPY-Y2 PAM-ag 9, NPY Y1 blocker -7, NPY-Y1 PAM-ag 22, NCF1 inh 1 and S1P4 ag 0.7.
Cc1nn(Cc2ccccc2)c(C)c1/C=N/NC(=O)c1ccccc1O was read as Ba/F3 V617F tox 1, CHOP inh -6, BaF3 parental 3, S1P4 antagonist 9, NPY-Y2 PAM-ag 1, NPY-Y1 PAM-ag -3, NCF1 inh -16 and S1P4 ag 0.6.
Screening O=C(N/N=C/c1cc(Br)cs1)c1c[nH]c2ccccc12 returned Ba/F3 V617F tox 7, CHOP inh 4, BaF3 parental 3, S1P4 antagonist 2, NPY-Y2 PAM-ag -27, NPY-Y1 PAM-ag -3, NCF1 inh -16 and S1P4 ag 2.4.
For O=C(CC1C(=O)NCCN1Cc1c(F)cccc1Cl)NCCc1ccccn1 (stereo not given) the results were Ba/F3 V617F tox 3, CHOP inh 5, BaF3 parental 8, S1P4 antagonist -9, NPY-Y2 PAM-ag 10, NPY Y1 blocker -1, NPY-Y1 PAM-ag -18, NCF1 inh 2 and S1P4 ag 0.7.

Results, repeating the preview:
`O=C(/C=C/Nc1ccc(Nc2ccccc2)cc1)c1cccs1` gave Ba/F3 V617F tox -2, CHOP inh 3, BaF3 parental 1, S1P4 antagonist 0, NPY-Y2 PAM-ag 9, NPY Y1 blocker -7, NPY-Y1 PAM-ag 22, NCF1 inh 1 and S1P4 ag 0.7.
Cc1nn(Cc2ccccc2)c(C)c1/C=N/NC(=O)c1ccccc1O was read as Ba/F3 V617F tox 1, CHOP inh -6, BaF3 parental 3, S1P4 antagonist 9, NPY-Y2 PAM-ag 1, NPY-Y1 PAM-ag -3, NCF1 inh -16 and S1P4 ag 0.6.
Screening O=C(N/N=C/c1cc(Br)cs1)c1c[nH]c2ccccc12 returned Ba/F3 V617F tox 7, CHOP inh 4, BaF3 parental 3, S1P4 antagonist 2, NPY-Y2 PAM-ag -27, NPY-Y1 PAM-ag -3, NCF1 inh -16 and S1P4 ag 2.4.
For O=C(CC1C(=O)NCCN1Cc1c(F)cccc1Cl)NCCc1ccccn1 (stereo not given) the results were Ba/F3 V617F tox 3, CHOP inh 5, BaF3 parental 8, S1P4 antagonist -9, NPY-Y2 PAM-ag 10, NPY Y1 blocker -1, NPY-Y1 PAM-ag -18, NCF1 inh 2 and S1P4 ag 0.7.
Screening COc1ccc(NC(=O)CCOc2ccccc2)cc1 returned Ba/F3 V617F tox -4, CHOP inh -22, BaF3 parental -1, S1P4 antagonist -15, NPY-Y2 PAM-ag -10, NPY Y1 blocker 5, NPY-Y1 PAM-ag 7, NCF1 inh -21 and S1P4 ag 2.3.
`O=C1C=C(NCc2ccc(Cl)c(Cl)c2)C2(CCCCC2)O1` gave Ba/F3 V617F tox 2, CHOP inh 11, BaF3 parental 0, S1P4 antagonist -4, NPY-Y2 PAM-ag -6, NPY Y1 blocker 42*, NPY-Y1 PAM-ag 3, NCF1 inh -20 and S1P4 ag -1.5.
Nn1cnnc1SCC(=O)Nc1ccc2c(c1)OCCO2 was read as Ba/F3 V617F tox -1, CHOP inh -6, BaF3 parental 4, S1P4 antagonist -9, NPY-Y2 PAM-ag -6, NPY Y1 blocker -8, NPY-Y1 PAM-ag -2, NCF1 inh -10 and S1P4 ag -1.4.
For CCc1nc2ccc(C(=O)NCc3ccco3)cc2nc1CC the results were Ba/F3 V617F tox 3, CHOP inh 34, BaF3 parental 2, S1P4 antagonist 1, NPY-Y2 PAM-ag -3, NPY Y1 blocker 0, NPY-Y1 PAM-ag -12, NCF1 inh 8 and S1P4 ag -1.2.
CN(C)/C=N/C(=S)Nc1ccc(Cl)c(Cl)c1 was read as Ba/F3 V617F tox 7, CHOP inh -7, BaF3 parental 7, S1P4 antagonist 1, NPY-Y2 PAM-ag 11, NPY Y1 blocker 1, NPY-Y1 PAM-ag 6, NCF1 inh -8 and S1P4 ag -1.1.
Screening O=C(Cc1n[nH]c(=O)[nH]c1=O)N/N=C/c1ccccc1 returned Ba/F3 V617F tox 2, CHOP inh 16, BaF3 parental 4, S1P4 antagonist -16, NPY-Y2 PAM-ag 4, NPY Y1 blocker 4, NPY-Y1 PAM-ag 2, NCF1 inh 3 and S1P4 ag 0.1.
`O=C1/C(=C\Nc2ccc(OC(F)(F)F)cc2)CCN1c1ncccn1` gave Ba/F3 V617F tox -6, CHOP inh 19, BaF3 parental -1, S1P4 antagonist -7, NPY-Y2 PAM-ag 12, NPY Y1 blocker -7, NPY-Y1 PAM-ag 6, NCF1 inh -35 and S1P4 ag -3.4.
CCC[N+](CC#CCO)(CC#Cc1ccccc1)CCC was read as Ba/F3 V617F tox 0, CHOP inh 6, BaF3 parental 9, S1P4 antagonist 0, NPY-Y2 PAM-ag -18, NPY-Y1 PAM-ag 1, NCF1 inh -19 and S1P4 ag 1.1.
Screening COc1ccc(C(=O)NCCCN2CCCC2=O)cc1 returned Ba/F3 V617F tox -1, CHOP inh -10, BaF3 parental 3, S1P4 antagonist -9, NPY-Y2 PAM-ag 13, NPY Y1 blocker -4, NPY-Y1 PAM-ag 13, NCF1 inh 7 and S1P4 ag -1.3.
Screening O=S(=O)(/C=C/c1ccccc1)Oc1ccccc1 returned Ba/F3 V617F tox 2, CHOP inh 20, BaF3 parental -1, S1P4 antagonist 13, NPY-Y2 PAM-ag 5, NPY Y1 blocker 0, NPY-Y1 PAM-ag 5, NCF1 inh 0 and S1P4 ag -0.7.
`CCOC(=O)N1CCN(C(=O)CSCC(=O)Nc2nc(-c3ccc4c(c3)OCO4)cs2)CC1` gave Ba/F3 V617F tox 3, CHOP inh 33, BaF3 parental 3, S1P4 antagonist -1, NPY-Y2 PAM-ag -2, NPY Y1 blocker -3, NPY-Y1 PAM-ag -21, NCF1 inh -11 and S1P4 ag 0.6.
For O=C(NNS(=O)(=O)c1ccccc1F)c1sccc1-n1cccc1 the results were Ba/F3 V617F tox 3, CHOP inh 8, BaF3 parental 7, S1P4 antagonist -6, NPY-Y2 PAM-ag -2, NPY Y1 blocker -3, NPY-Y1 PAM-ag -5, NCF1 inh 2 and S1P4 ag -0.6.
Screening O=C(NC(=S)Nn1cnnc1)c1ccccc1Br returned Ba/F3 V617F tox -3, CHOP inh -14, BaF3 parental -2, S1P4 antagonist -13, NPY-Y2 PAM-ag -17, NPY-Y1 PAM-ag 3, NCF1 inh -11 and S1P4 ag -0.1.
Screening CCN(CC)CCCN(C(C)=O)c1nc(-c2cc(OC)ccc2OC)cs1 returned Ba/F3 V617F tox 2, CHOP inh -26, BaF3 parental 10, S1P4 antagonist -31, NPY-Y2 PAM-ag -12, NPY Y1 blocker 6, NPY-Y1 PAM-ag -35, NCF1 inh 1 and S1P4 ag 0.6.
For O=C(Nc1cnc2ccccn2c1=O)c1ccc(F)cc1 the results were Ba/F3 V617F tox -3, CHOP inh -15, BaF3 parental 2, S1P4 antagonist -39, NPY-Y2 PAM-ag 1, NPY Y1 blocker -1, NPY-Y1 PAM-ag -24, NCF1 inh 6 and S1P4 ag 4.2.
Screening Cn1c(C(=O)NCCN2CCc3ccccc3C2)cc2c(=O)n(C)c3ccccc3c21 returned Ba/F3 V617F tox -2, CHOP inh 34, BaF3 parental 7, S1P4 antagonist 0, NPY-Y2 PAM-ag -3, NPY Y1 blocker -7, NPY-Y1 PAM-ag 7, NCF1 inh 0 and S1P4 ag 0.3.
Screening COc1ccc(C/C(C)=N/NC(=O)c2cccnc2)cc1 returned Ba/F3 V617F tox -4, CHOP inh -12, BaF3 parental 0, S1P4 antagonist 4, NPY-Y2 PAM-ag -1, NPY Y1 blocker -1, NPY-Y1 PAM-ag 12, NCF1 inh 3 and S1P4 ag 0.4.
Screening Cc1ccc(-c2nn(-c3ccccc3)cc2C2CC(c3cccs3)=NN2C(=O)CCC(=O)O)cc1 (stereo not given) returned Ba/F3 V617F tox 2, CHOP inh 13, BaF3 parental 7, S1P4 antagonist 4, NPY-Y2 PAM-ag -5, NPY Y1 blocker 3, NPY-Y1 PAM-ag 8, NCF1 inh -19 and S1P4 ag 2.0.
Screening Cc1cc(C)c(S(=O)(=O)NCCC2CCCN2C)c(C)c1 (stereo not given) returned Ba/F3 V617F tox 7, CHOP inh -14, BaF3 parental 4, S1P4 antagonist 7, NPY-Y2 PAM-ag -15, NPY Y1 blocker -4, NPY-Y1 PAM-ag -4, NCF1 inh 1 and S1P4 ag -0.2.
`C[C@@H](C(=O)NCc1ccccn1)[C@H]1C[C@]1(C)[C@H](NC(=O)OCc1ccccc1)c1ccccc1` gave Ba/F3 V617F tox 0, CHOP inh 9, BaF3 parental 7, S1P4 antagonist 8, NPY-Y2 PAM-ag 1, NPY Y1 blocker -3, NPY-Y1 PAM-ag -15, NCF1 inh -4 and S1P4 ag 0.3.
`CN1/C(=C\C=C2/C(=O)Oc3ccccc3C2=O)C(C)(C)c2ccccc21` gave Ba/F3 V617F tox -1, CHOP inh -3, BaF3 parental 7, S1P4 antagonist -7, NPY-Y2 PAM-ag -1, NPY Y1 blocker -6, NPY-Y1 PAM-ag -14, NCF1 inh -267 and S1P4 ag 0.3.
`O=C(CCCCl)NC1=NN(c2ccccc2)C(=O)C1` gave Ba/F3 V617F tox 0, CHOP inh 18, BaF3 parental 3, S1P4 antagonist -16, NPY-Y2 PAM-ag 6, NPY Y1 blocker -6, NPY-Y1 PAM-ag 19, NCF1 inh -11 and S1P4 ag 0.5.
COc1ccccc1Nc1nnc(SCC(=O)N2CCCC2=O)s1 was read as Ba/F3 V617F tox 0, CHOP inh 10, BaF3 parental 2, S1P4 antagonist 8, NPY-Y2 PAM-ag 6, NPY Y1 blocker 9, NPY-Y1 PAM-ag 12, NCF1 inh -14 and S1P4 ag 2.2.
For C=CCNC(=O)C1CC(=O)N(c2ccc(OCC(=O)Nc3ccccc3)cc2)C1 (stereo not given) the results were Ba/F3 V617F tox 0, CHOP inh -49, BaF3 parental 3, S1P4 antagonist 8, NPY-Y2 PAM-ag 6, NPY Y1 blocker 3, NPY-Y1 PAM-ag 11, NCF1 inh -2 and S1P4 ag 0.6.
For C=CCn1c(N)c(C(=O)NCC2CCCO2)c2nc3ccccc3nc21 (stereo not given) the results were Ba/F3 V617F tox -3, CHOP inh 7, BaF3 parental 2, S1P4 antagonist 0, NPY-Y2 PAM-ag 13, NPY Y1 blocker 4, NPY-Y1 PAM-ag -5, NCF1 inh -9 and S1P4 ag 0.5.
For Cc1cc(S(=O)(=O)NC2CCCCC2)ccc1OCC(=O)N1CCOCC1 the results were Ba/F3 V617F tox -4, CHOP inh 5, BaF3 parental 2, S1P4 antagonist -7, NPY-Y2 PAM-ag -3, NPY Y1 blocker 0, NPY-Y1 PAM-ag 2, NCF1 inh -8 and S1P4 ag -2.9.
Screening CCOC(=O)c1nn(-c2ccc(F)cc2)c2nc(-c3ccccc3)c(C#N)c(=O)n12 returned Ba/F3 V617F tox 1, CHOP inh 13, BaF3 parental 3, S1P4 antagonist -12, NPY-Y2 PAM-ag -8, NPY Y1 blocker 7, NPY-Y1 PAM-ag -11, NCF1 inh 0 and S1P4 ag -1.2.
`COC(=O)c1ccc(/C=N/Nc2nc(-c3ccc(Cl)cc3Cl)cs2)cc1` gave Ba/F3 V617F tox 0, CHOP inh -1, BaF3 parental 4, S1P4 antagonist 0, NPY-Y2 PAM-ag 2, NPY Y1 blocker -4, NPY-Y1 PAM-ag 7, NCF1 inh -16 and S1P4 ag -0.2.
